PfM18AAP inh: PfM18AAP inhibitors, malaria aminopeptidase, primary screen, biochemical, QFRET, recombinant enzyme; AID 1822, 2009; 1.2% of 290,000 active; inhibition, % at 7.35 µM; H-Glu-NHMec fluorogenic cleavage; M18 aspartyl aminopeptidase (Plasmodium falciparum 3D7);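 active means inhibition above the campaign mean inhibition over all tested compounds plus 3 SD, cut at about 28% in these data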;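 further: 0% = plate median of test compound wells and 100% = 2 mM ZnCl2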
MEKK2wt PB1 HTS: modulators of MEK5 binding to wildtype MEKK2, primary screen, biochemical, multiplex bead flow cytometry, Alexa488-MEK5. 1.1% of 290,000 active. binding response (% of control), % at 10 µM. Alexa488-MEK5 binding to MEKK2 WT; actives lie on both sides; in the data active means binding response below about 67% or above about 130%
IDE cell inh: human IDE inhibitors in live cells, primary screen, fluorescence polarization, HEK cells, FAbetaB substrate; FAbetaB cleavage; AID 434962, 2010; Insulin-degrading enzyme (Homo sapiens), P14735; inhibition, % at 5.59 µM; 0.41% of 320,000 active;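 active means percent inhibition above the average of all tested compounds plus 3 SD, set per screening campaign, cut at about 16% in these data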;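 further: IDE supplied by intact live HEK cells; FP after avidin binding of uncleaved biotin substrate so inhibition keeps polarization high; 0% = DMSO wells and 100% = 60 µM reference IDE inhibitor Ii1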
MEKK3 PB1 HTS: modulators of MEKK3-MEK5 PB1 binding, primary screen, biochemical, wildtype MEKK3, multiplex bead flow cytometry, Alexa488-MEK5. Mitogen-activated protein kinase kinase kinase 3 (Homo sapiens), Q99759. bead-based flow cytometry, Alexa488-MEK5 binding to MEKK3; actives lie on both sides; 0 = blocked by unlabeled MEK5, 100 = vehicle. binding response (% of control), % at 10 µM. 1.4% of 290,000 active. AID 1529, 2009;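 active means binding response more than 3 SD above or below the average of its plate-row segment, actives on both sides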;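 further: Alexa488 bead fluorescence after subtracting the streptavidin-only scavenger bead signal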
pCIP destab: p/CIP-EGFP fusion destabilizers, primary screen, fluorescence, F442A cells; decrease of EGFP signal, % at 10 µM; 16 h; 0.01% of 290,000 active; AID 1984, 2009; Q05BA5;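 active means EGFP signal decrease of at least 30% at 10 µM or well 3 SD below plate mean, unless failing retest; inactive means the rest, including hits failing retest or dose response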; further: some compounds called inactive have numbers as strong as hits; many of its hits are not listed in these tables
UBC9 SUMO inh: inhibitors of in vitro SUMOylation cascade, primary screen, biochemical, HTRF, uHTS; SUMO-conjugating enzyme UBC9 (Homo sapiens), P63279; AID 2006, 2009; 0.36% of 290,000 active; HTRF SUMOylation assay, SAE1/SAE2 + UBC9; inhibition, % at 35 µM; in the data active means inhibition above about 50%, passing the limit was not always enough; further: strong numbers were not always called active
IDE act: human IDE activators in live cells, primary screen, fluorescence polarization, HEK cells, FAbeta-B substrate. FAbeta-B cleavage; 0% vehicle, 100% cell-free pure enzyme wells. activation, % at 5.96 µM. Insulin-degrading enzyme (Homo sapiens), P14735. 0.073% of 340,000 active;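 active means activation above the mean of all tested compounds plus 3 SD, set per screening campaign, cut at about 17% in these data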
MEKK2mut PB1 HTS: MEK5 binding signal on mutant MEKK2 PB1, primary screen, biochemical, multiplex bead flow cytometry, Alexa488-MEK5. AID 1530, 2009. 0.35% of 290,000 active. Alexa488-MEK5 binding to MEKK2 mutant. percent response, % at 10 µM; in the data active means percent response above about 24%, passing the limit was not always enough; further: inactives centre near 1; some results filed as inactive read as strong as hits; reference of the scale not given here
NALP1 yeast inh: NALP1 inflammasome inhibitors in reconstituted yeast, colorimetric, S. cerevisiae, triplicate retest | S. cerevisiae NALP1/ASC/caspase-1 growth, X-gal OD620, 72 h | AID 2071, 2009 | inhibition, % at 10 µM | 0.61% of 280,000 active; in the data active means inhibition mostly above about 24%, no sharp cut-off; inactive means mostly below about 32%; further: some compounds called inactive have numbers as strong as hits
Active calls of the source: *. Only part of the results is shown; rates above refer to the full screens.

For COC(=O)C1CCN(C(=O)c2ccc(NC(C)=O)cc2)CC1 the results were PfM18AAP inh -4, MEKK2wt PB1 HTS 96, IDE cell inh 8, MEKK3 PB1 HTS 98, pCIP destab 7, UBC9 SUMO inh -2, IDE act -1, MEKK2mut PB1 HTS 0 and NALP1 yeast inh 3.
Screening CCOC(=O)CNC(=O)c1nn(-c2cccc(OC)c2)c(=O)c2ccccc12 returned PfM18AAP inh 1, MEKK2wt PB1 HTS 100, IDE cell inh -1, MEKK3 PB1 HTS 105, pCIP destab 4, UBC9 SUMO inh 0, IDE act 5, MEKK2mut PB1 HTS 7 and NALP1 yeast inh 20.
Screening CCc1nc(N)c(C#N)c(-c2ccc(OC)c(OC)c2)c1C returned PfM18AAP inh -1, MEKK2wt PB1 HTS 105, IDE cell inh -3, MEKK3 PB1 HTS 100, pCIP destab 0, UBC9 SUMO inh 9, IDE act 3, MEKK2mut PB1 HTS -1 and NALP1 yeast inh 12.
Screening CSc1nc(N(C)C)nc(N(C#N)CCOC(C)=O)n1 returned PfM18AAP inh -3, MEKK2wt PB1 HTS 85, IDE cell inh 1, MEKK3 PB1 HTS 97, pCIP destab 4, UBC9 SUMO inh 2, IDE act 7, MEKK2mut PB1 HTS -10 and NALP1 yeast inh 7.
`O=C(CCNC(=O)c1ccco1)Nc1cccc(C(F)(F)F)c1` gave PfM18AAP inh -7, MEKK2wt PB1 HTS 101, IDE cell inh 0, MEKK3 PB1 HTS 100, pCIP destab -1, UBC9 SUMO inh -3, IDE act 0, MEKK2mut PB1 HTS -3 and NALP1 yeast inh 1.
Screening O=S(=O)(c1ccc(Cl)nc1)N(Cc1ccccc1)Cc1ccccc1 returned PfM18AAP inh 14, MEKK2wt PB1 HTS 115, IDE cell inh 0, MEKK3 PB1 HTS 100, pCIP destab 3, UBC9 SUMO inh -17, IDE act 1, MEKK2mut PB1 HTS 4 and NALP1 yeast inh 13.
COc1ccc(C2c3ccsc3CCN2C(C)=O)cc1 (stereo not given) was read as PfM18AAP inh 6, MEKK2wt PB1 HTS 102, IDE cell inh 3, MEKK3 PB1 HTS 103, pCIP destab 5, UBC9 SUMO inh -14, IDE act 0, MEKK2mut PB1 HTS -1 and NALP1 yeast inh -5.
Screening CC(=O)Nc1ccc(S(=O)(=O)N2CCN(C)CC2)cc1 returned PfM18AAP inh 6, MEKK2wt PB1 HTS 104, IDE cell inh -6, MEKK3 PB1 HTS 104, pCIP destab -2, UBC9 SUMO inh 4, IDE act 2, MEKK2mut PB1 HTS 0 and NALP1 yeast inh -4.
`O=C(O)CCCc1c(-[n+]2ccccc2)[nH]c2ccccc12` gave PfM18AAP inh -7, MEKK2wt PB1 HTS 102, IDE cell inh 3, MEKK3 PB1 HTS 103, pCIP destab 5, UBC9 SUMO inh 7, IDE act 4, MEKK2mut PB1 HTS -2 and NALP1 yeast inh 2.
`COc1cccc(-n2c(SCC(=O)NCc3ccco3)nnc2-c2c[nH]c3ccccc23)c1` gave PfM18AAP inh 0, MEKK2wt PB1 HTS 104, IDE cell inh 3, MEKK3 PB1 HTS 105, pCIP destab 6, UBC9 SUMO inh -8, IDE act 5, MEKK2mut PB1 HTS 4 and NALP1 yeast inh 25.
For CC1=C(C)C(=O)N(c2ccccn2)C1=O the results were PfM18AAP inh -3, MEKK2wt PB1 HTS 95, IDE cell inh 1, MEKK3 PB1 HTS 93, pCIP destab 4, UBC9 SUMO inh -26, IDE act 1, MEKK2mut PB1 HTS 0 and NALP1 yeast inh -34.
For CCCc1cc(C(=O)Nc2ccccc2C(=O)OC)no1 the results were PfM18AAP inh 3, MEKK2wt PB1 HTS 98, IDE cell inh -1, MEKK3 PB1 HTS 99, pCIP destab -2, UBC9 SUMO inh -10, IDE act -3, MEKK2mut PB1 HTS 3 and NALP1 yeast inh 21.
`CCn1c(SCC(=O)C(C)(C)C)nnc1-c1ccccc1OC` gave PfM18AAP inh 9, MEKK2wt PB1 HTS 96, IDE cell inh 2, MEKK3 PB1 HTS 99, pCIP destab -7, UBC9 SUMO inh 24, IDE act -7, MEKK2mut PB1 HTS 7 and NALP1 yeast inh -62.
For CCOC(=O)C1=C(C)NC2=C(C(=O)CC(c3ccc(OC)c(OC)c3)C2)C1c1ccc(C)o1 (stereo not given) the results were PfM18AAP inh -9, IDE cell inh 4, pCIP destab -15, UBC9 SUMO inh 16, IDE act 0 and NALP1 yeast inh -1.
CN(CCOc1ccccc1)S(=O)(=O)c1ccc2oc3ccccc3c2c1 was read as PfM18AAP inh 2, IDE cell inh 8, pCIP destab 16, UBC9 SUMO inh -22, IDE act 4 and NALP1 yeast inh 24.
Cc1ccc(-n2nc3c(c2NC(=O)c2ccc(S(=O)(=O)N4CCOCC4)cc2)CSC3)c(C)c1 was read as PfM18AAP inh 0, MEKK2wt PB1 HTS 99, IDE cell inh 1, MEKK3 PB1 HTS 105, pCIP destab 0, UBC9 SUMO inh 12, IDE act 1, MEKK2mut PB1 HTS 2 and NALP1 yeast inh -23.
`Cc1cc(C(=O)C(C)Cl)c(C)n1Cc1ccco1` (stereo not given) gave PfM18AAP inh -3, MEKK2wt PB1 HTS 94, IDE cell inh 2, MEKK3 PB1 HTS 101, pCIP destab -26, UBC9 SUMO inh 40, IDE act -3, MEKK2mut PB1 HTS -2 and NALP1 yeast inh 1.
Cc1noc(NC(=O)c2cccc(C(F)(F)F)c2)c1Cl was read as PfM18AAP inh -6, MEKK2wt PB1 HTS 96, IDE cell inh -11, MEKK3 PB1 HTS 99, pCIP destab 5, UBC9 SUMO inh 3, IDE act -5, MEKK2mut PB1 HTS -1 and NALP1 yeast inh 4.
Screening O=C(c1cnc2n(c1=O)CCS2)N1CCN(C(c2ccccc2)c2ccc(Cl)cc2)CC1 (stereo not given) returned PfM18AAP inh 5, MEKK2wt PB1 HTS 115, IDE cell inh 2, MEKK3 PB1 HTS 114, pCIP destab -18, UBC9 SUMO inh 5, IDE act -5, MEKK2mut PB1 HTS 13 and NALP1 yeast inh -14.
`COc1ccc(Cc2nc3ccc(C(=O)N4CCOCC4)cc3o2)cc1` gave PfM18AAP inh 7, MEKK2wt PB1 HTS 102, IDE cell inh 0, MEKK3 PB1 HTS 99, pCIP destab -9, UBC9 SUMO inh 11, IDE act 1, MEKK2mut PB1 HTS 6 and NALP1 yeast inh 13.

For convenience, some entries already given:
Screening CCOC(=O)CNC(=O)c1nn(-c2cccc(OC)c2)c(=O)c2ccccc12 returned PfM18AAP inh 1, MEKK2wt PB1 HTS 100, IDE cell inh -1, MEKK3 PB1 HTS 105, pCIP destab 4, UBC9 SUMO inh 0, IDE act 5, MEKK2mut PB1 HTS 7 and NALP1 yeast inh 20.
Screening CCc1nc(N)c(C#N)c(-c2ccc(OC)c(OC)c2)c1C returned PfM18AAP inh -1, MEKK2wt PB1 HTS 105, IDE cell inh -3, MEKK3 PB1 HTS 100, pCIP destab 0, UBC9 SUMO inh 9, IDE act 3, MEKK2mut PB1 HTS -1 and NALP1 yeast inh 12.

(more compounds)
For Cc1ccc(CNC(=O)C(NS(=O)(=O)c2cccs2)C(C)C)cc1 (stereo not given) the results were PfM18AAP inh 0, MEKK2wt PB1 HTS 100, IDE cell inh 4, MEKK3 PB1 HTS 101, pCIP destab 2, UBC9 SUMO inh 6, IDE act 0, MEKK2mut PB1 HTS -1 and NALP1 yeast inh 24.
Screening O=C(NCC1CCCO1)c1ccc(CS(=O)(=O)c2ccc(Cl)cc2)o1 (stereo not given) returned PfM18AAP inh 8, MEKK2wt PB1 HTS 111, IDE cell inh -1, MEKK3 PB1 HTS 116, pCIP destab 4, UBC9 SUMO inh -12, IDE act -8, MEKK2mut PB1 HTS 8 and NALP1 yeast inh 14.
Screening COc1cc(C(=O)NC2CCN(CC(=O)NC3CCCCC3)CC2)cc(OC)c1OC returned PfM18AAP inh -1, MEKK2wt PB1 HTS 93, IDE cell inh 7, MEKK3 PB1 HTS 102, pCIP destab 10, UBC9 SUMO inh 9, IDE act -2, MEKK2mut PB1 HTS 0 and NALP1 yeast inh 28.
For Cc1ccc(S(=O)(=O)CC(=O)Nc2ccccn2)cc1 the results were PfM18AAP inh -1, MEKK2wt PB1 HTS 99, IDE cell inh -1, MEKK3 PB1 HTS 100, pCIP destab 0, UBC9 SUMO inh 13, IDE act 4, MEKK2mut PB1 HTS -2 and NALP1 yeast inh -12.
Screening CCOC(=O)c1c(C)oc2ccc(OC(=O)c3cccs3)cc12 returned PfM18AAP inh -3, MEKK2wt PB1 HTS 97, IDE cell inh 2, MEKK3 PB1 HTS 99, pCIP destab 7, UBC9 SUMO inh -30, IDE act 3, MEKK2mut PB1 HTS -1 and NALP1 yeast inh 28.
`CC(C)Oc1ccc(CNC(=O)Cn2c(=O)oc3ccccc32)cc1` gave PfM18AAP inh 14, MEKK2wt PB1 HTS 113, IDE cell inh 8, MEKK3 PB1 HTS 105, pCIP destab -24, UBC9 SUMO inh 5, IDE act 0, MEKK2mut PB1 HTS 5 and NALP1 yeast inh 10.
COc1ccc(CCNC(=O)C2CCN(c3nccc(C)n3)CC2)cc1 was read as PfM18AAP inh 4, MEKK2wt PB1 HTS 106, IDE cell inh -5, MEKK3 PB1 HTS 105, pCIP destab 9, UBC9 SUMO inh 9, IDE act -4, MEKK2mut PB1 HTS 5 and NALP1 yeast inh -2.
CCC(C)(C)NC(=O)C(c1ccccn1)N(C(=O)c1csnn1)c1ccccc1 (stereo not given) was read as PfM18AAP inh -1, MEKK2wt PB1 HTS 91, IDE cell inh 7, MEKK3 PB1 HTS 95, pCIP destab -10, UBC9 SUMO inh 9, IDE act 7, MEKK2mut PB1 HTS -2 and NALP1 yeast inh 8.
Screening Cc1ccc(C)c(NC(=O)COC(=O)CC2c3ccccc3CCN2S(=O)(=O)c2ccc(F)cc2)c1 (stereo not given) returned PfM18AAP inh -3, MEKK2wt PB1 HTS 95, IDE cell inh 3, MEKK3 PB1 HTS 99, pCIP destab -4, UBC9 SUMO inh -2, IDE act 6, MEKK2mut PB1 HTS 0 and NALP1 yeast inh 30.
For O=C(Nc1ccncc1)c1ccccc1[N+](=O)[O-] the results were PfM18AAP inh -6, MEKK2wt PB1 HTS 100, IDE cell inh -4, MEKK3 PB1 HTS 104, pCIP destab -4, UBC9 SUMO inh -12, IDE act -5, MEKK2mut PB1 HTS -4 and NALP1 yeast inh -8.
Screening O=C(COC(=O)C1c2ccccc2Oc2ccccc21)NC1CCS(=O)(=O)C1 (stereo not given) returned PfM18AAP inh -8, MEKK2wt PB1 HTS 100, IDE cell inh 1, MEKK3 PB1 HTS 101, pCIP destab 12, UBC9 SUMO inh -25, IDE act 3, MEKK2mut PB1 HTS -1 and NALP1 yeast inh 8.
`Cc1nc(CCNC(=O)c2ccccc2)cs1` gave PfM18AAP inh 2, MEKK2wt PB1 HTS 108, IDE cell inh 3, MEKK3 PB1 HTS 106, pCIP destab 3, UBC9 SUMO inh -6, IDE act 7, MEKK2mut PB1 HTS 4 and NALP1 yeast inh 24.
For Cc1ccc(CC(=O)Nc2ccccc2-c2ccccc2)cc1C the results were PfM18AAP inh 0, MEKK2wt PB1 HTS 99, IDE cell inh 8, MEKK3 PB1 HTS 101, pCIP destab -20, UBC9 SUMO inh -30, IDE act 6, MEKK2mut PB1 HTS -2 and NALP1 yeast inh 46.

High-throughput results from PubChem.
